Assay outcomes deposited in PubChem by National Center for Advancing Translational Sciences (NCATS).
AmpC inh detg: qHTS Inhibitors of AmpC Beta-Lactamase (assay with detergent); P00811; AmpC hydrolysis of nitrocefin, absorbance 480 nm, 0.01% Triton; Potency, µM (top dose mostly 114 µM), for inactives: at the top dose activity change, negative = inhibition, usual class: inhibitors; 370,000 tested, 0.041% active; AID 485294, 2010;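 note: potency is the fitted concentration of half-maximal effect; 0% = no-compound wells and -100% = no-enzyme wells; nearly all actives have a fitted effect of over 25% in size; some results filed as inactive show a strong effect at the top dose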
Target sequence (P00811 whole entry, looked up): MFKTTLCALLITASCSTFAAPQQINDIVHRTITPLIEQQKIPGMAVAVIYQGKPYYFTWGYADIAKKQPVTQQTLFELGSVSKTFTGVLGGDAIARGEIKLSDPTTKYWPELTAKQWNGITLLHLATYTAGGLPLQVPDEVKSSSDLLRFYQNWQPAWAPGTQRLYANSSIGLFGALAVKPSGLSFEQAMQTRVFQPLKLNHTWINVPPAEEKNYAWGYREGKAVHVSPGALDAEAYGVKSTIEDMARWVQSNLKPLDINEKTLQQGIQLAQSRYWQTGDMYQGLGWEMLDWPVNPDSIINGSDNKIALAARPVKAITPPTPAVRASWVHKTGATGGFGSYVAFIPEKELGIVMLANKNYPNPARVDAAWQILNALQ
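20 mM phosphate pH 7.0 + 0.01% (detergent screen) or 0.0001% Triton X-100; 5.3 nM AmpC reagent; cpd preinc 15 min RT; nitrocefin (800 uM stock) to start; A480 q20 s × 4 min; Activity was normalised to no-enzyme and no-compound control wells.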
Giardia FBPA inh: qHTS Assay for Inhibitors of Fructose-1,6-bisphosphate Aldolase from Giardia Lamblia. A8B2U2. purified Giardia FBPA. Potency, µM (highest dose often 59.6 µM), without a hit: top-dose activity, negative = inhibition, usual class: inhibitors. 290,000 tested, 0.71% active; note: potency is the fitted concentration of half-maximal effect; nearly all actives have a fitted effect of over 55% in size
Target sequence (A8B2U2 whole entry, looked up): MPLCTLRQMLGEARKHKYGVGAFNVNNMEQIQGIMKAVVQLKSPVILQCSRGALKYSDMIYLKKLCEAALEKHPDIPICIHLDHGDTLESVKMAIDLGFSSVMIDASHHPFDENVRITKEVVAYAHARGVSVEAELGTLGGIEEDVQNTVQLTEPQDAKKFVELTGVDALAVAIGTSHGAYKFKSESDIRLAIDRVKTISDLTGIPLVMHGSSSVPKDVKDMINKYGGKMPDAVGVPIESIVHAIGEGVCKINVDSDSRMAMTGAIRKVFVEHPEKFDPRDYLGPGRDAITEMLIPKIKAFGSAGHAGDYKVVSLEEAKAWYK
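Giardia FBPA (40 nM reagent) was preincubated 10 min at RT with compound (up to 57.5 uM final), then substrate plus GAPDH/TPI/NAD/arsenate coupling system with diaphorase/resazurin was added; resorufin fluorescence (525/598 nm) was read after 20 min.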
Sm TGR inh: qHTS Assay for the Inhibitors of Schistosoma Mansoni Peroxiredoxins; purified TGR, DTNB reduction, TNB absorbance 405 nm; 360,000 tested, 3% active; Potency, µM (series often up to 114 µM), without a hit: at the top dose activity change, negative = inhibition, hits mostly inhibitors; Schistosoma mansoni thioredoxin glutathione reductase (TGR), Q962Y6; note: potency is the fitted concentration of half-maximal effect; nearly all actives have a fitted effect of over 60% in size
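First, TGR (20 nM dispensed) and NADPH were mixed with compound. Second, a 15 min room-temperature incubation followed. Third, further NADPH and then DTNB were added to start the reaction. Finally, TNB absorbance was monitored kinetically.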
HCV inh: qHTS Assay for Inhibitors of Hepatitis C Virus (HCV); Potency, µM (titrated, usually from 41.8 µM), inactives show top-dose activity change, negative = inhibition, actives largely listed as inhibitors; Huh7.5.1 HCVcc-Cre infection, luciferase reporter, 44 h; 340,000 tested, 3.4% active; AID 651820, 2012; note: potency is the fitted concentration of half-maximal effect
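Infectious HCV cell culture screen: compound-treated cells (1,000/well, pre-plated 4 h) are infected with HCVcc-Cre at roughly 0.5 moi and grown 44 h. Infection is quantified by luciferase signal after 15 min substrate incubation at room temperature.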
HCMV antiviral: qHTS Assay for inhibitors of the human cytomegalovirus (HCMV); HFF cells, HCMV-luciferase reporter, 72 h; hits give low values; 410,000 tested, 4.5% active; AID 1259415, 2018; activity change, negative = inhibition, % at 57.5 µM; in the data active = activity change below about -60%; inconclusive = no clear call, values can overlap the other calls; inactive = above about -39%
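Human foreskin fibroblasts infected with luciferase-reporter HCMV at MOI 1 PFU/cell, compounds at two doses. Luciferase measured 72 h post infection; normalized to buffer-only basal and Salinomycin (10uM) controls.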
AmpC inh no detg: qHTS Inhibitors of AmpC Beta-Lactamase (assay without detergent); AmpC nitrocefin hydrolysis, absorbance 480 nm, 0.0001% Triton; AID 485341, 2010; P00811; 330,000 tested, 0.52% active; Potency, µM (highest dose often 57.1 µM), inactives show top-dose activity change, negative = inhibition, actives largely listed as inhibitors;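 note: potency is the fitted concentration of half-maximal effect; plate controls were no compound for no effect and no enzyme for full effect; nearly all actives have a fitted effect of over 20% in size; some results filed as inactive show a strong effect at the top dose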
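AmpC (5.3 nM in the dispensed reagent) in 20 mM phosphate pH 7.0 with 0.01% (detergent screen) or 0.0001% Triton X-100 was preincubated with compounds for 15 min at room temperature. Nitrocefin was then added from an 800 uM solution, and hydrolysis was followed at 480 nm.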
Active calls of the source: *; ? = inconclusive; . = no result given; & = joins results of further samples; [ ] = dose if it differs, or a comment. Unless noted, calls come from the whole dose curve; as a rule, active = well fitted curve in the direction sought with a large enough effect; inconclusive = small, poorly fitted or top-dose-only effect, or another doubt; inactive = no such curve, though single readings can be large; an effect the other way counts as inactive or inconclusive. Unless noted, % is set by controls: 0 for no effect and ±100 for the full control effect. Rows were taken by chance; overall some 9.9% were active at least once.

no.	SMILES	AmpC inh detg	Giardia FBPA inh	Sm TGR inh	HCV inh	HCMV antiviral	AmpC inh no detg
1	O=C(NCCCNC(=O)c1ccc(F)cc1)c1ccc(F)cc1	-15%	2%	-23%	12%	-37	0%
2	CC(C)Sc1nnc([C@H](C)NC(=O)OC(C)(C)C)o1	?	4%	5%	19%	-24	0%
3	CN(CC(=O)NCCN1CCN(Cc2ccccc2)CC1)S(=O)(=O)c1cccc2nsnc12	?	5%	7%	-22%	-3	38%
4	O=C1C(=O)N(CCN2CCOCC2)C(c2ccc(Cl)cc2)/C1=C(/O)c1ccc(S(=O)(=O)N2CCOCC2)cc1 (stereo unspecified)	-3%	-4%	2%	22%	.	16%
5	COCCn1c(C)cc(C2=NNC(=Nc3ccccc3)SC2)c1C	-12%	-9%	-2%	?	16	11%
6	O=C(NCc1cccnc1)C(=O)NCC1OCCCN1S(=O)(=O)c1ccccc1 (stereo unspecified)	?	0%	0%	45%[activator]	8	0%
7	CCc1c(C(=O)NNC(=S)NCc2ccccc2)csc1C	-5%	7%	-3%	6%	-24	-29%
8	C/C=C/c1ccc(OCc2cc(=O)n3cc(C)ccc3n2)c(OC)c1	-2%	-3%	-27%	?	8	90%[activator]
9	CC1(C)C/C(=C(/C#N)C(N)=O)CCO1	2%	11%	-1%	8%	-3	-18%
10	O=C(c1ccc([N+](=O)[O-])cc1)N1CCN(Cc2ccccc2[N+](=O)[O-])CC1	-6%	?	.	-15%	?	24%
11	CSc1ccc(S(=O)(=O)NCC(=O)OCC(=O)NCc2cccs2)cc1[N+](=O)[O-]	-21%	.	-1%	6%	-23	-23%
12	CC(C)(C)c1ccc(NC(=O)COc2ccc(-n3ccnc3)cc2)cc1	-9%	-3%	2%	5µM*	-86*	-8%
13	CCCNC(=O)CN1C(=O)NC(CCc2ccccc2)C1=O (stereo unspecified)	?	4%	10%	4%	-34	0%[11.4 µM]
14	CN(C)CCNC(=O)C(C(=O)c1ccc(F)cc1)n1ccccc1=O (stereo unspecified)	-11%	1%	-23%	27%	8	-14%
15	CCC1Sc2ccc(S(=O)(=O)CCC(=O)NCc3ccc(C)o3)cc2NC1=O (stereo unspecified)	3%	-10%	28µM*	-19%	?	-16%
16	CCC(=O)c1ccc(OCC(=O)N2CCN(CC(=O)Nc3ccc(C)cc3)CC2)cc1	.	.	.	?	7	109%[activator]
17	CCOc1cc(/C=C2\C(=O)N(c3cccc(C(=O)O)c3)N=C2C(F)(F)F)ccc1OCC(=O)Nc1ccccc1OC	2%	.	-14%	.	.	1%
18	COc1cccc(C(=O)OCC(=O)c2[nH]c(C)c(C(C)=O)c2C)c1	?	.	-1%	?	11	-22%
19	COc1ccc(OCCCON2C(=O)c3ccccc3C2=O)cc1	?	1%	1%	6%	-4	-4%
20	COc1ccc(N(CC(=O)Nc2cccc3ccccc23)S(C)(=O)=O)c(OC)c1	-12%	-1%	-9%	10%	24	34%
21	COc1ccc(Cl)cc1NC(=O)CN(C)S(=O)(=O)c1ccc(Br)s1	-11%	.	4%	.	-38	.
22	CCSc1nnc(NC(=O)C(C)C)s1	-12%	0%	0%	-5%	52	-13%
23	Cc1cccc(OC(=O)c2cc(-c3ccc4c(c3)OCCO4)on2)c1	4%	.	-6%	.	17	.
24	N#Cc1c(NC(=O)c2cc(C3CC3)on2)sc2c1CCC2	?	1%	-13%	-12%	-9	-27%
25	CCN1CCN(c2ccc(S(=O)(=O)N3CCCCC3)cc2NC(=O)Cc2ccccc2F)CC1	-21%	.	2%	-15%	-15	156%[activator]
26	Cc1ccc(CNC(=O)Cn2cnc(S(=O)(=O)N3CCC(C)CC3)c2)o1	-8%	-9%	0%	22%	-1	-4%
27	COc1cccc(CNC(=O)c2nnn(-c3ccc(OC(F)(F)F)cc3)c2N)c1	-14%	4%	-18%	-1%	-32	-10%
28	CC(C)CN(CC(C)C)CC(O)COc1ccc([N+](=O)[O-])cc1 (stereo unspecified)	-5%	6%	-12%	4%	30	-16%
29	O=S(=O)(c1ccccc1)N1CCN(C2CCN(Cc3ccccc3)CC2)CC1	-17%	7%	3%	?	-23	-15%
30	Nc1ccc(CCN2CCCC2)cc1	1%	?	-24%	15%	1	-8%
31	C=CCn1c(COc2ccccc2F)nnc1SCCN1C(=O)c2ccccc2C1=O	-12%	2%	-3%	17%	?	48%
32	COc1cc2c(C(=O)Nc3cc(OC)c(OC)c(OC)c3)cn(C)c(=O)c2cc1OC	-4%	.	2%	.	-13	.
33	C=C1C(C(=O)Nc2ccc(OCC)cc2)C1C(=O)Nc1ccc(OCC)cc1 (stereo unspecified)	2%	3%	2%	-30%	-28	-22%
34	COc1cccc(C(=O)Cn2c(N3CCOCC3)nc3c2c(=O)n(C)c(=O)n3C)c1	-13%	0%	-4%	12%	9	-5%
35	CCN(CC)CCOCCOc1cc(C)c(Cl)c(C)c1	?	0%	4%	11µM*	-72*	14%
36	Cc1ccc(C(=O)N(Cc2cccnc2)Cc2cc3cc(C)ccc3n3nnnc23)cc1	0%	0%	.	?	-28	-12%
37	COc1ccc(CNC(=O)CN(c2cc(C)cc(C)c2)S(=O)(=O)c2c(C)[nH]c(=O)[nH]c2=O)cc1	-6%&-5%	.	-4%&5%	19%	-24&9	-53%
38	CCc1cccc(NC(=O)CCNC(=O)Cn2ccc3ccccc3c2=O)c1	-2%	3%	-2%	-2%	5	-7%
39	CC(C)CC(NC(=O)C1CCC(C)CC1)C(=O)Nc1ccccc1F (stereo unspecified)	-15%	9%	-3%	15%	-6	-18%
40	COc1cc([N+](=O)[O-])ccc1NC(=O)COC(=O)c1c[nH]c(=O)[nH]c1=O	.	.	.	7%	11	-19%

In another format: results already given.
#40 COc1cc([N+](=O)[O-])ccc1NC(=O)COC(=O)c1c[nH]c(=O)[nH]c1=O
  AmpC inh detg: .
  Giardia FBPA inh: .
  Sm TGR inh: .
  HCV inh: 7%
  HCMV antiviral: 11
  AmpC inh no detg: -19%

#35 CCN(CC)CCOCCOc1cc(C)c(Cl)c(C)c1
  AmpC inh detg: ?
  Giardia FBPA inh: 0%
  Sm TGR inh: 4%
  HCV inh: 11µM*
  HCMV antiviral: -72*
  AmpC inh no detg: 14%

Later entries:
no.	SMILES	AmpC inh detg	Giardia FBPA inh	Sm TGR inh	HCV inh	HCMV antiviral	AmpC inh no detg
41	O=C(CN(C(=O)CNS(=O)(=O)c1ccc(F)cc1)c1ccccc1)NCc1ccco1	1%	.	4%	-2%	-8	0%
42	Cc1ccc(C(=O)c2ccccc2C(=O)OCC(=O)N2CC(C)CC(C)C2)cc1 (stereo unspecified)	3%	.	-2%	13%	-37	45%
43	Cc1c(C(=O)NCCSc2ccc(Cl)cc2)cccc1[N+](=O)[O-]	-14%	0%	4%	?	-4	-3%
44	CC(C)Cc1nnc(NC(=O)CS(=O)(=O)Cc2ccccc2)s1	4%	0%	2%	5%	-38	-36%
45	Cc1ccc(-n2nc(C)c3c2OC(N)=C(C#N)C3c2ccncc2)cc1 (stereo unspecified)	-10%	-8%	-29%	2%	91	-26%
46	CC1=C(c2ccc(C(C)C)cc2)S(=O)(=O)NC1=NCc1ccccc1Br	-2%	.	-3%	.	-2	.
47	Cc1ccc2c(c1)c1c(c(=O)n(-c3ccccc3C)c(=O)n1Cc1cccc(F)c1)n2C	5%	.	0%	.	-5	.
48	COc1ccc(-n2c(=O)c3ccc(C(=O)NCc4ccc(C)cc4)cc3n(Cc3cccc(Cl)c3)c2=O)cc1	4%	.	7%	.	4	.
49	C/C=C/c1ccc(OCC(=O)Nc2ccc(OC)c(OC)c2)c(OC)c1	?	1%	-5%	?	-3	67%[activator]
50	COCCn1c(=S)[nH]c2cc(C(=O)NC(C)C)ccc2c1=O	-1%	-1%	3%	9%	26	-29%
51	CCCCNC(=O)CNC(=S)N(Cc1ccccc1)Cc1cccs1	2%	2%	-6%	-6%	8	13%
52	O=C(NCc1ccco1)c1ccccc1-c1ccc(C(F)(F)F)cc1	1%	10%	4%	-4%	-28	-4%
53	COC(=O)c1nnn(-c2ccccc2)c1N	-5%	-1%	3%	?	15	-8%
54	CC(=O)Nc1ccc(-c2csc(NC(=O)C3=COCCO3)n2)cc1	-12%	.	-24%	?	45	-15%
55	O=C(Cc1ccc(Cl)cc1)NCC(c1cccs1)S(=O)(=O)c1ccc(F)cc1 (stereo unspecified)	-3%	.	-17%	.	-11	.
56	CC(CNC(=O)c1nnc(Cc2cccc(F)c2)o1)c1ccccc1 (stereo unspecified)	22%	.	3%	.	-16	.
57	CCN(CC)c1ccc2nc3ccc(N)cc3[n+](-c3ccccc3)c2c1	-3%	.	-31%	5µM*	.	-3%
58	COC(=O)Cc1c(C)nc2nc(NCc3ccccc3OC)[nH]n2c1=O	?	4%	-35%	14%	-31	-27%
59	CCC(=O)Nc1nc(=S)ss1	3%	-3%	3%	9%	-18	-9%
60	O=C(NC(=S)Nc1ccc(Cl)cn1)c1cccs1	1%	-26%	0%	14%	-20	-30%
61	CCCSC1=C(C#N)C(c2cccs2)CC(=O)N1 (stereo unspecified)	7%	-4%	0%	4%	-3	-23%
62	CCc1nc2ccccc2c(C(=O)NCc2ccc(OC)cc2)c1C	4%	-2%	8%	0%	-15	41%
63	COc1cc(/C=N/Nc2nn3cnnc3c3ccccc23)ccc1O	0%	?	5%	27%	82	-24%
64	CCOC(=O)CNC(=O)C12CC3CC(C1)CC(c1ccc(C)cc1)(C3)C2	-8%	8%	.	8%	-26	84%[activator]
65	N#Cc1nc(N2CCOCC2)nc(N2CCOCC2)n1	2%	9%	-24%	?	2	-21%
66	CCOC(=O)CC(NC(=O)Cn1nnc(-c2ccccc2F)n1)c1ccc(OC)cc1 (stereo unspecified)	0%	2%	-1%	-10%	38	-10%
67	CN(C)CCCNc1nc2sc3c(c2c(=O)n1CCc1ccccc1)CCCCC3	8%	-5%	0%	?	?	9%
68	O=C(CCC(=O)OCc1ccc([N+](=O)[O-])cc1Cl)Nc1ccccc1	4%	.	0%	6%	-18	-8%
69	O=C(Oc1ccc(C(=S)N2CCOCC2)cc1)c1ccccc1[N+](=O)[O-]	?	4%	4%	-3%	-5	-6%
70	O=C1C2CCCN2C(=O)N1CCCN1CCN(c2cccc(Cl)c2)CC1 (stereo unspecified)	?	-1%	1%	6%	-16	-2%
71	CC(=O)N1CCN(C(=O)c2ccc(S(=O)(=O)Nc3ccccc3Cl)cc2)CC1	?	.	3%	8%	-20	-8%
72	O=C(CSc1nnc(C2CC2)n1-c1ccccc1)Nc1ccc(N2CCOCC2)cc1	3%	-14%	-3%	?	-28	80%[activator]
73	Cc1cc(NC(=O)c2cccc(S(=O)(=O)N3CCC(C)CC3)c2)no1	-20%	6%	-2%	-13%	6	-35%
74	Cc1nn(Cc2ccccc2)c(C)c1C(=O)OCC(=O)Nc1cccc(S(N)(=O)=O)c1	-1%	8%	5%	?	38	-42%
